Screens deposited in PubChem by several laboratories.
Rv3671c protease: Rv3671c serine protease inhibitors, primary screen, biochemical, fluorescence polarization, M. tuberculosis H37Rv. 320,000 tested, 0.048% active. P9WHR9. AID 2606, 2010. inhibition, % at 5.96 µM; in the data active means inhibition above about 38%;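 further: extracellular domain of Rv3671c used as enzyme; 0% = enzyme with DMSO and 100% = no enzyme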
GDH-TPI counter: GDH-TPI coupling enzyme inhibitors, primary screen, artefact control for M. tuberculosis FBA inhibitor project, biochemical, absorbance, full deck | GDH-TPI coupled enzyme counterscreen, NADH absorbance | inhibition, % at 4.8 µM | 360,000 tested, 1.2% active | AID 588335, 2011; in the data active means inhibition above about 30%;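 further: 0% = DMSO wells and 100% = wells lacking the enzyme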
UGM FP inh: M. tuberculosis UGM enzyme inhibitors, primary screen, biochemical, fluorescence polarization, single point. UDP-galactopyranose mutase (Mycobacterium tuberculosis (strain ATCC 25618 / H37Rv)), …. purified UGM, fluorescence polarization probe displacement. inhibition, % at 10 µM. 320,000 tested, 0.06% active; in the data active means inhibition above about 10%, passing the limit was not always enough
Target sequence (P9WIQ1 whole entry, looked up): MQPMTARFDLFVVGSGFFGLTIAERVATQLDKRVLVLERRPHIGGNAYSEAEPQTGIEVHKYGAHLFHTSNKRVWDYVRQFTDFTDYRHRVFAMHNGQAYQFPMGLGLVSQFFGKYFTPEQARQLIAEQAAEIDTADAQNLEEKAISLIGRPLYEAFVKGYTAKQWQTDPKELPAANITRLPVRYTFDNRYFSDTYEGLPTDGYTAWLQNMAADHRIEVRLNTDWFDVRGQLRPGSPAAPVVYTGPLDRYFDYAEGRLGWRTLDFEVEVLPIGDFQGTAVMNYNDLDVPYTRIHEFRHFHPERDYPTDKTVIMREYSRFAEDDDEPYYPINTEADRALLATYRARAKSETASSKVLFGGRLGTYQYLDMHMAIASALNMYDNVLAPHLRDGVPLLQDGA
MazF activator: activators of E. coli MazEF toxin-antitoxin RNase, primary screen, biochemical, fluorescence, uHTS; Endoribonuclease toxin MazF (Escherichia coli (strain K12)), P0AE70; FAM/BHQ RNA-DNA oligo cleavage fluorescence, 5 h; activation, % at 20 µM; 350,000 tested, 0.32% active; AID 504720, 2011; in the data active means activation above about 50%
Target sequence (P0AE70 whole entry, looked up): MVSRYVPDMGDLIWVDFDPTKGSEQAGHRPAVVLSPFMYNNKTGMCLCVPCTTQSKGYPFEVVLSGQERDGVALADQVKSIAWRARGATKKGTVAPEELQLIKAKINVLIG
3CLpro inhibitor: SARS-CoV 3CLpro protease inhibitors, primary screen, biochemical, quenched FRET; Replicase polyprotein 1ab (Severe acute respiratory syndrome coronavirus), P0C6X7; 290,000 tested, 0.14% active; AID 1706, 2009; recombinant SARS-CoV 3CLpro, quenched FRET peptide cleavage; inhibition, % at 6 µM; in the data active means inhibition above about 12%
Mtb BioA inh: M. tuberculosis BioA enzyme inhibitors, primary screen, biochemical, plate reader, single point, HTS. 7,8-diaminopelargonic acid synthase BioA (Mycobacterium tuberculosis). purified M. tuberculosis BioA enzyme. inhibition, % at 9.99 µM. 360,000 tested, 0.096% active. AID 602481, 2012; in the data active means inhibition above about 40%
PriA SSB inh: inhibitors of Klebsiella pneumoniae PriA binding to SSB C-terminal tail, primary screen, biochemical, AlphaScreen; PriA–SSB C-terminal tail interaction (Klebsiella pneumoniae); AlphaScreen SSBct-PriA binding, biotinylated peptide; inhibition, % at 33 µM; 430,000 tested, 0.6% active; AID 1272365, 2023; in the data active means inhibition mostly above about 37%, no sharp cut-off; inactive means mostly below about 20%;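 further: plate controls were negative control peptide for no effect and reference peptide for full effect; strong numbers were not always called active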
DUSP3 inh: VHR1 phosphatase inhibitors, primary screen, biochemical, absorbance, uHTS | Dual specificity protein phosphatase 3 (Homo sapiens), P51452 | recombinant VHR phosphatase, pNPP absorbance | inhibition, % at 13.3 µM | 290,000 tested, 0.52% active | AID 1654, 2009; in the data active means inhibition above about 50%; further: some compounds called inactive have numbers as strong as hits
Target sequence (P51452 whole entry, looked up): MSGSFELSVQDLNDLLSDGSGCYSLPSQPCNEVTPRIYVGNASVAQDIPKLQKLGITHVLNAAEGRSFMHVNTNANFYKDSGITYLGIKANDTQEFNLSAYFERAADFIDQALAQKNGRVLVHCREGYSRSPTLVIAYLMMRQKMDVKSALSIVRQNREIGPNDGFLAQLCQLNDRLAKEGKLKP
FBA Mtb inh: Mtb FBA enzyme inhibitors, primary screen, biochemical, fluorescence, strain H37Rv; purified M. tuberculosis FBA, fluorescence read-out; inhibition, % at 1 µM; 360,000 tested, 2.3% active; AID 588726, 2011; in the data active means inhibition above about 27%;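 further: 0% = vehicle and 100% = reference inhibitor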
Target sequence (P9WQA3 whole entry, looked up): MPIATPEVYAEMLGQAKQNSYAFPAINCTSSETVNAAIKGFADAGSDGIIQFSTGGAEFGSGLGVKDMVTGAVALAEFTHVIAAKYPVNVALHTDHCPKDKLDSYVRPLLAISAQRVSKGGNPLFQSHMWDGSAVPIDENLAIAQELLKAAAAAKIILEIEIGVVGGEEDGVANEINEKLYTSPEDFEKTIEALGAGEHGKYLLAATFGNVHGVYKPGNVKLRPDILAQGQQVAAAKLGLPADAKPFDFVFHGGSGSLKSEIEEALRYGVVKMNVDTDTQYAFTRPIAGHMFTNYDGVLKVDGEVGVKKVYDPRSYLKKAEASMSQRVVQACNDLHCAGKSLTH
Vc quorum ag: inducers of Vibrio cholerae quorum light production without autoinducers, primary screen, BH1578 luxS cqsA deficient, single point; V. cholerae BH1578 lux reporter, luminescence, 6 h; activation, % at 18.7 µM; 350,000 tested, 0.16% active; AID 588436, 2011; in the data active means activation mostly above about 9.7%, no sharp cut-off; further: not every result past the cut was called active; inactives centre near 0; reference of the scale not given here
An asterisk follows results filed as active; i = inactive; / = no result given; & = joins results of further samples. Some of the compounds tested. The share of hits here may be higher or lower than overall.

SMILES | Rv3671c protease | GDH-TPI counter | UGM FP inh | MazF activator | 3CLpro inhibitor | Mtb BioA inh | PriA SSB inh | DUSP3 inh | FBA Mtb inh | Vc quorum ag
COc1ccc(Cl)cc1C(=O)OCC(=O)NCCNC(=O)COC(=O)c1cc(Cl)ccc1OC | 4.0 | 2.1 | -2.6 | 1.1 | -0.3 | -0.7 | 3.0 | 12.5 | 1.8 | 0.4
COc1ccc(Oc2cn[nH]c2-c2ccc(O)cc2O)cc1 | 10.0 | 11.6 | 4.9 | 11.6 | -2.1 | 2.9 | 3.4 | 14.5 | -0.1 | i
Oc1ccc(C[C@H]2CNC(=S)N2CC2CCCN2C[C@H](Cc2ccc(O)cc2)N2C[C@H](Cc3ccc(O)cc3)N(CC3CCCCCC3)C2=S)cc1 (some centres undefined) | / | 20.8 | / | -8.4 | / | -0.6 | -4.1 | / | 0.3 | i
COc1ccc(C(=O)ON=C2c3ccccc3-c3ccccc32)cc1OC | -0.4 | 10.1 | 0.7 | 15.4 | 0.6 | / | 1.7 | 1.3 | -1.4 | -0.4
COC(=O)C1N[C@@H]([C@@H](NC(=O)COc2ccccc2)C(=O)Nc2ccc(OC)cc2)SC1(C)C (some centres undefined) | -7.6 | -6.9 | 3.0 | 0.1 | / | -1.4 | -14.3 | / | -5.3 | 0.4
NC(=O)c1ccc(NC(=O)COC(=O)c2c3c(nc4ccccc24)/C(=C\c2cccs2)CCC3)cc1 | -219.4 | 3.4 | -1.3 | 1.8 | -2.2 | / | 16.2 | -7.0 | 1.3 | -1.1
Cc1ccc(/C=C/C(=O)N2CCCC(C(N)=O)C2)o1 (centres undefined) | 5.0 | 17.2 | -0.1 | -2.5 | 1.0 | / | -2.0 | 6.1 | -2.5 | i
CC(=O)c1cc2c(cc1NC(=O)C1CCC1)OCO2 | 0.1 | 1.2 | -0.7 | 1.8 | 3.1 | / | -14.8 | 11.0 | 2.2 | i
COc1ccc(NC(=S)NC(=O)c2ccc(Br)o2)cc1 | 1.2 | 2.6 | -0.8 | 0.7 | -1.2 | -0.8 | 8.1 | 19.1 | -1.1 | -0.4
COc1cccc(Nc2ncc(C#N)c(N)n2)c1 | -4.4 | 0.8 | -1.9 | 6.5 | 1.1 | -1.0 | -9.2 | 16.3 | 1.2 | -0.4

Entries of single compounds, looked up by structure. Order of screens: Rv3671c protease | GDH-TPI counter | UGM FP inh | MazF activator | 3CLpro inhibitor | Mtb BioA inh | PriA SSB inh | DUSP3 inh | FBA Mtb inh | Vc quorum ag
COc1ccc(C(=O)ON=C2c3ccccc3-c3ccccc32)cc1OC in the list: -0.4 | 10.1 | 0.7 | 15.4 | 0.6 | / | 1.7 | 1.3 | -1.4 | -0.4
NC(=O)c1ccc(NC(=O)COC(=O)c2c3c(nc4ccccc24)/C(=C\c2cccs2)CCC3)cc1 in the list: -219.4 | 3.4 | -1.3 | 1.8 | -2.2 | / | 16.2 | -7.0 | 1.3 | -1.1

The main list resumes, repeating the three entries before the break.
SMILES | Rv3671c protease | GDH-TPI counter | UGM FP inh | MazF activator | 3CLpro inhibitor | Mtb BioA inh | PriA SSB inh | DUSP3 inh | FBA Mtb inh | Vc quorum ag
CC(=O)c1cc2c(cc1NC(=O)C1CCC1)OCO2 | 0.1 | 1.2 | -0.7 | 1.8 | 3.1 | / | -14.8 | 11.0 | 2.2 | i
COc1ccc(NC(=S)NC(=O)c2ccc(Br)o2)cc1 | 1.2 | 2.6 | -0.8 | 0.7 | -1.2 | -0.8 | 8.1 | 19.1 | -1.1 | -0.4
COc1cccc(Nc2ncc(C#N)c(N)n2)c1 | -4.4 | 0.8 | -1.9 | 6.5 | 1.1 | -1.0 | -9.2 | 16.3 | 1.2 | -0.4
O=C(CSc1nc2ccccc2s1)NCc1ccc2c(c1)OCO2 | -6.7 | -7.7 | 0.0 | 4.2 | 1.8 | / | -2.6 | 7.8 | 1.2 | -0.8
Cc1ccsc1C=Nc1ccc(O)cc1 | -22.4 | 11.4 | 0.9 | 17.5 | 0.1 | -1.9 | 23.8 | 17.9 | 4.2 | i
O=C(O)CC/C(=N/NC(=O)CNC(=O)Cc1ccc(Cl)cc1)c1ccccc1 | -0.1 | 9.0 | -1.2 | 3.3 | 2.3 | / | / | 29.4 | 3.3 | -0.5
COc1ccc(C2=NN(C(=O)c3ccccc3)C(c3ccccc3)C2)c(O)c1 (centres undefined) | -7.8 | 6.0 | 1.1 | -4.6 | -0.6 | -3.8 | 1.1 | 12.5 | 2.9 | -12.9
CN(CCC#N)C(=O)c1cc2c(Cl)nc3ccccc3c2s1 | 5.1 | -1.9 | 0.0 | 9.7 | 0.9 | -4.3 | -17.8 | / | 1.7 | -0.6
O=C(c1ccoc1)N1CCC2(CC1)Oc1ccc(F)cc1C(=O)C21CC(c2ccc(Cl)cc2)=NO1 (centres undefined) | -0.6 | 16.4 | 1.1 | 3.3 | / | -3.9 | -6.4 | 3.5 | 1.7 | i
O=C(c1ccc(C#CC2(O)CCCCC2)cc1)N1CCN(Cc2ccccc2)CC1 | 2.4 | -4.8 | 0.5 | 12.6 | -0.9 | -0.4 | -8.7 | 3.0 | 1.4 | -3.0
CC(=O)c1ccc(N2CCN(C(=O)Nc3ccc(C(C)C)cc3)CC2)cc1 | -0.2 | 15.5 | -1.7 | 5.0 | 0.3 | / | 13.7 | 18.4 | -4.1 | -0.7
O=C(COC(=O)c1ccco1)NCCc1ccc(Cl)cc1 | -9.5 | -1.3 | 0.7 | 7.9 | / | 0.8 | -18.6 | / | -1.2 | i
CN1CCN(C(=O)c2ccc3c(c2)N(Cc2ccc(Cl)cc2)C(=O)c2ccccc2S3=O)CC1 (centres undefined) | 9.5 | -1.0 | 4.4 | -5.7 | -1.2 | -0.4 | 4.5 | 25.2 | 4.7 | -0.4
CCOC(=O)C1(CCOC)CCN(Cc2nc(-c3cccs3)oc2C)CC1 | 3.4 | -1.0 | 2.3 | 4.8 | -0.4 | 0.7 | 4.3 | 32.0 | 7.3 | i
CCn1cc(C(C)NC(=O)Nc2ccc3c(c2)OCO3)c(C)n1 (centres undefined) | -1.5 | 2.2 | -1.6 | 3.6 | 3.3 | 1.3 | 0.2 | 2.1 | 5.0 | -0.9
CC(=O)c1ccc(N2CCN(c3ccccc3O)CC2)c([N+](=O)[O-])c1 | -4.7 | 18.4 | 2.0 | 18.6 | -4.3 | 9.8 | 22.2 | 30.6 | 0.1 | -0.2
COc1ccccc1-c1nc2ccccc2nc1-c1ccccc1OC | -3.0 | 10.7 | -1.0 | 1.7 | 3.1 | / | -0.9 | 1.5 | 28.4* | -0.1
COc1cc2c(cc1OC)C(c1cccc(Br)c1)CC(=O)N2 (centres undefined) | / | 4.2 | -1.0 | 2.3 | 0.8 | 0.5 | 6.4 | 47.3 | -0.1 | i
Cc1ccnc(NC(=O)COc2ccccc2[N+](=O)[O-])c1 | / | 2.7 | / | / | 1.4 | / | / | 3.5 | -1.3 | -0.3
CCOc1ccccc1C1C(C#N)=C(N)Oc2n[nH]c(CC)c21 (centres undefined) | 2.1 | -0.8 | 2.8 | 15.4 | 3.4 | -0.2 | -3.3 | 20.8 | 3.4 | -1.7
CCC(=O)c1ccc(O)c(CC=C(C)C)c1 | 1.5 | 3.7 | 1.9 | 5.4 | 5.1 | -0.2 | -6.6 | 13.0 | -2.0 | 0.5
CC(=O)Oc1ccc(/C=C(\NC(=O)c2ccco2)C(=O)NCc2ccco2)cc1 | 6.8 | 4.2 | 0.4 | -6.1 | 1.0 | -1.4 | 3.0 | 18.5 | -1.2 | -1.2
Cc1noc(C)c1NC(=O)N(C)C[C@H]1Oc2c(NC(=O)Nc3ccccc3)cccc2C(=O)N([C@H](C)CO)C[C@@H]1C | -1.8 | 12.6 | 1.3 | -17.6 | / | 0.5&-9.5 | / | / | 5.8 | -0.5
Cc1c2cnn(CC(=O)N3CCC4(CC3)OCCO4)c(=O)c2c(C)n1Cc1ccccc1F | 8.3 | 10.0 | -0.5 | 5.2 | 2.0 | 4.1 | -10.3 | -3.9 | 2.5 | /
OC(CN1CCN(c2ccccn2)CC1)Cn1c2ccccc2c2ccccc21 (centres undefined) | -10.8 | 12.4 | 2.9 | -9.1 | 2.7 | -0.7 | -0.5 | -13.2 | 4.3 | 4.2
Cc1ccc(NCc2cccnc2)c(Br)c1 | 2.9 | 6.8 | -1.7 | 2.5 | 1.7 | / | -19.3 | -5.4 | 0.0 | -0.4
CCCC1CCC(=C(C#N)C(N)=O)CC1 (centres undefined) | 8.1 | 2.9 | -1.1 | 1.4 | 8.0 | -1.5 | 0.6 | -6.9 | -2.1 | -0.3
COc1ccc(NC(=O)CN2C(=O)N(C)Cc3ccccc32)c(C)c1 | 0.0 | 5.6 | -2.4 | 0.9 | 0.5 | / | -5.2 | 13.6 | 0.8 | i
Cc1ccccc1-c1nc(CN2CCC(C(=O)NCCC3=CCCCC3)CC2)c(C)o1 | -9.2 | -1.0 | 1.7 | -7.7 | 2.7 | / | -6.4 | -7.7 | 2.0 | -0.3
CCOC(=O)c1cc2c(C)n(-c3ccc(C)cc3)c(C)c2ccc1=O | -6.1 | 19.2 | 1.0 | 5.3 | 6.6 | 28.2 | 5.5 | 7.1 | 1.3 | i
Cc1cc(NC(=O)CSCc2ccccc2C)no1 | -5.4 | -2.8 | 0.6 | -8.3 | 3.2 | / | -6.9 | 29.8 | -2.5 | i
Cc1c(NC(=O)c2ccccc2NS(=O)(=O)c2ccc(Br)cc2)c(=O)n(-c2ccccc2)n1C | 1.1 | -1.2 | -0.6 | -4.1 | -2.1 | / | -2.7 | 1.5 | 2.6 | i
O=c1c2ccccc2cnn1-c1nc2ccccc2[nH]1 | / | 10.4 | / | 5.9 | -1.9 | / | -1.3 | 21.9 | 9.5 | -2.0
Cc1cc(NC(=O)C2CCCN2C(=O)Nc2c(C)cccc2C)ccc1-n1cnnn1 (centres undefined) | 4.0 | -6.9 | 1.6 | 2.5 | 1.1 | -0.7 | -11.8 | 22.2 | -0.8 | i
Cc1cnc2c(N)cc(C)c(C)c2c1 | / | 11.5 | / | 2.6 | / | 4.8 | / | / | 4.0 | -5.9
C=CCNC(=O)c1sc(-c2ccccc2)nc1C | 3.4 | 7.4 | 0.7 | 3.5 | -0.7 | / | 3.5 | 13.4 | 4.8 | -0.2
CCCNc1nc2ccccc2n2c(C)nnc12 | -7.8 | 5.7 | -1.2 | 7.4 | -3.9 | -2.9 | -1.5 | -9.5 | 2.1 | 1.2
Cc1oc2c(c(C)cc3oc(=O)c(CC(=O)N[C@@H](C)C(=O)O)c(C)c32)c1C | -3.7 | 2.1 | 0.3 | -7.2 | -1.1 | 0.2 | -15.2 | -34.8 | 15.8 | -1.0
O=C(Cn1c(CO)nc2ccccc21)NCCc1ccc(F)cc1 | -15.1 | 11.1 | 4.0 | 5.6 | 3.0 | 0.3 | -2.0 | 1.5 | -4.5 | i
O=C(CSc1nc(-c2ccccc2)cs1)NC(=O)NCc1ccco1 | -10.8 | -3.2 | -3.7 | 7.0 | 2.3 | -1.8 | 12.7 | 24.7 | -1.6 | i
C/C=C/c1ccc(Oc2nnnn2-c2ccc(C(N)=O)cc2)c(OC)c1 | -3.9 | -3.4 | -1.6 | 3.4 | 7.5 | -1.0 | 8.9 | 2.4 | -0.9 | -0.3
OCCC1CN(Cc2cccc(O)c2)CCN1CCc1ccccc1 (centres undefined) | -9.5 | 3.2 | 1.9 | -20.5 | -2.4 | / | 6.5 | 25.2 | 6.9 | 0.1
